hERG rescue: hERG rescue from dofetilide block, primary screen, cell-based, CHO-hERG, FluxOR thallium flux, dofetilide IC70; Voltage-gated inwardly rectifying potassium channel KCNH2 (Homo sapiens), Q12809; dofetilide IC70 present; activation (rescue from dofetilide block), less the hit threshold, % at 10 µM; actives 0.51% (n = 310,000); AID 1511, 2009;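 active = activation above the mean of controls blocked by dofetilide plus 5 SD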;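 note: thallium influx through hERG after potassium depolarization seen as dye fluorescence rise; in these data hits start at about 4.7%; inactives centre near -7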
KCNQ1 pot: potentiators or activators of KCNQ1 channel, primary screen, cell-based, thallium flux, high-throughput; Potassium voltage-gated channel subfamily KQT member 1 (Homo sapiens), P51787; CHO-K1 KCNQ1, thallium flux FluxOR fluorescence; active compounds read high; actives 0.35% (n = 310,000); B-score at 10 µM;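 active = fluorescence ratio B-score, a plate-corrected score, at least three library SD, with initial intensity B-score within 5 SD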
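Assay system: CHO-K1 cells stably expressing KCNQ1. Medium: assay buffer for compound exposure, DMSO matched across wells. Timing: 37 °C overnight plating, 90-min dark dye load, 20-min compound pretreatment. Signal: kinetic FluxOR fluorescence, 10 s baseline plus 110 s post-stimulus.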
KCNK3 inh: human KCNK3 channel inhibitors, primary screen, CHO cells, FluxOR thallium flux, B-score | Potassium channel subfamily K member 3 (Homo sapiens), O14649 | FluxOR fluorescence; active compounds read low | B-score at 10 µM | actives 0.84% (n = 340,000);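 active = B-score under library mean minus 4 SD, starting fluorescence ratio at most library mean plus 5 SD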;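 note: more negative B-score means stronger inhibition of thallium flux through KCNK3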
GSK3 alpha inh: blockers of GSK3A enzyme activity – biochemical, luminescence, cell-free homogeneous, HTS, primary screen. inhibition, % at 10 µM. GSK-3 alpha kinase, ADP-Glo luminescence, 60 min. actives 0.1% (n = 320,000);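 in the data active = inhibition above about 50%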;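 note: GST-tagged GSK-3 alpha with peptide substrate and 25 µM ATP; 0% = DMSO neutral wells and 100% = GW8510 positive control wells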
Target sequence (P49840 whole entry, looked up): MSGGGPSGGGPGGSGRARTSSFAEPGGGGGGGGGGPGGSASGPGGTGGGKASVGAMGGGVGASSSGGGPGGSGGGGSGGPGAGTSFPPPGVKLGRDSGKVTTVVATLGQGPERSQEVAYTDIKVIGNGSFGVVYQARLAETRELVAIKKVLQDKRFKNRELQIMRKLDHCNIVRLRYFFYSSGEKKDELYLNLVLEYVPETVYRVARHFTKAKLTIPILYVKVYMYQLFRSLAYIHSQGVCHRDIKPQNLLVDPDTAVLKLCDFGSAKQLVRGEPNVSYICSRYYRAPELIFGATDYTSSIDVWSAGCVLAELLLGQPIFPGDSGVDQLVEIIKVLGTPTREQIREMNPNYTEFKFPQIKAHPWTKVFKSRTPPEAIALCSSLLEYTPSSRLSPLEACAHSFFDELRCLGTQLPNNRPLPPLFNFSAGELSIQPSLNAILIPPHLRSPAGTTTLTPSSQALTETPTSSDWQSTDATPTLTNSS
PolyA inh: polyadenylation inhibitors in yeast reporter cells, primary screen, luminescence, S. cerevisiae | S. cerevisiae SKY197-pL101 polyadenylation reporter, beta-gal luminescence; efflux-impaired pdr1/pdr3 knockout yeast; score 100 = 6 SD above DMSO | calls only at 12 µM | actives 0.02% (n = 300,000) | AID 1875, 2009;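 active = lowest replicate activity score at least 50, where 100 means six control SD above control mean; inconclusive = lowest score under 50 but half or more replicates reach 50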;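 note: yeast exposed to compound for 9 h at 30 °C; higher score means more reporter readthrough which indicates perturbed polyadenylation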
KCNQ1 inh: inhibitors of human KCNQ1 channel, primary screen, cell-based, thallium flux, high-throughput. Potassium voltage-gated channel subfamily KQT member 1 (Homo sapiens), P51787. CHO-K1 KCNQ1, FluxOR thallium flux fluorescence; active compounds read high. B-score at 10 µM. actives 1.3% (n = 310,000). AID 2642, 2010;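 active = compounds whose thallium flux B-score, printed positive for inhibition, exceeds three library SD while starting fluorescence stays within three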;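 note: channel opened by potassium depolarization with thallium stimulus after 20 min compound exposure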
GSK3beta inhib: human GSK3beta kinase inhibitors, primary screen, biochemical, cell-free homogeneous, HTS; Glycogen synthase kinase-3 beta (Homo sapiens), P49841; GST-GSK3beta kinase, ADP-Glo luminescence, 60 min; active compounds read low; activity score (negative = inhibition), % at 10 µM; actives 0.038% (n = 300,000); AID 2097, 2009;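 active = more than half of replicate wells score below -50%, meaning over 50% inhibition versus plate controls; inconclusive = some replicates but at most half score below -50%; inactive = no replicate scores below -50%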;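 note: 0% = median DMSO wells and -100% = median GW8510 positive control wells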
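Test system: GST-fused GSK3beta enzyme, cell-free | Quantity: 1.6 ng GST-GSK3beta enzyme per well | Reagent: 25 µM ATP with peptide substrate | Schedule: 60 min enzyme reaction, room temperature | Signal: Luminescent ADP-Glo measurement of ADP formed | Read-out basis: Score relative to plate controls | Control set: DMSO and 20 µM GW8510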
DYRK1A inh: rat Dyrk1A kinase inhibitors, primary screen, biochemical, single point, plate reader; actives 0.43% (n = 310,000); ADP-Glo luminescence, NFATc1 peptide; AID 504441, 2011; inhibition, % at 12.5 µM; in the data active = inhibition above about 50%;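 note: plate controls were vehicle with enzyme for no effect and no enzyme for full effect; many of its hits are not listed in these tables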
RGS4 pot: RGS4 potentiators or activators, primary screen, cell-based, HEK293 M3R inducible RGS4, calcium flux; actives 0.92% (n = 310,000); AID 463111, 2010; carbachol calcium flux Fluo4; active compounds read low; B-score at 10 µM;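 active = B-score of the integrated calcium signal more than 4 SD below the library mean, with starting fluorescence not abnormally high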;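 note: negative B-score means reduced calcium response which marks RGS4 activation or potentiation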
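Material: Inducible-RGS4 HEK293 cells carrying M3 receptor; also added: carbachol at ECmax as muscarinic agonist stimulus; incubation: compound preincubation 20 min at room temperature before agonist; signal: Fluo4-AM (2 µM) calcium-flux fluorescence, kinetic read; measure: integrated calcium ratio converted to B score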
KCNK9 inh: KCNK9 potassium channel inhibitors, primary screen, HEK293 cells, thallium flux; Potassium channel subfamily K member 9 (Homo sapiens), Q9NPC2; FluxOR thallium flux fluorescence; active compounds read low; B-score at 10 µM; actives 1.2% (n = 310,000);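 active = ratio B-score over 3 SD below the library mean, with starting fluorescence within 5 SD of its mean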;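 note: negative B-score means less thallium flux so channel inhibition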
HDAC3 inhib: HDAC3 deacetylase inhibitors, primary screen, biochemical, fluorescence, cell-free homogeneous | Histone deacetylase 3 (Homo sapiens), O15379 | recombinant HDAC3, fluorogenic peptide/trypsin coupled | inhibition, % at 8.3 µM | actives 0.15% (n = 320,000); in the data active = inhibition above about 26%, passing the limit was not always enough; inconclusive = no clear call, values can overlap the other calls
Target sequence (O15379 whole entry, looked up): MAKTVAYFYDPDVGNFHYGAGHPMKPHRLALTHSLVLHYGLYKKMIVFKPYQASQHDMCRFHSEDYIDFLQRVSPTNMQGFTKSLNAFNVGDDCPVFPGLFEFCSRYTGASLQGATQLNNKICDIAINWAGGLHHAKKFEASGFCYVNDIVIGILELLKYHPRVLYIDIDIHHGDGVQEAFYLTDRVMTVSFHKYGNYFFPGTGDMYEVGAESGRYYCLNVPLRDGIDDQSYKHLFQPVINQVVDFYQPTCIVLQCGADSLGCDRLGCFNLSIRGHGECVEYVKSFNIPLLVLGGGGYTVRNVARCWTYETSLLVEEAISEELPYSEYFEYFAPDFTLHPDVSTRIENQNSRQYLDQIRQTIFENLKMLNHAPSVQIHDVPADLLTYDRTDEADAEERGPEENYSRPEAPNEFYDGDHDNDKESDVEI
* marks the source's active call; other numbers are inactive results; i = inactive; ? = inconclusive; . = no result given. An excerpt (hit frequency here may not be typical).

Every second line gives: hERG rescue, KCNQ1 pot, KCNK3 inh, GSK3 alpha inh, PolyA inh, KCNQ1 inh, GSK3beta inhib, DYRK1A inh, RGS4 pot, KCNK9 inh, HDAC3 inhib
COCCNC(=O)c1onc(CSc2ccc(C)c(C)c2)c1C(=O)O
 : -8, i, i, 3, i, i, 7, -3, i, i, 0
O=C(Nc1nnc(C2=COCCO2)o1)c1ccc(Cl)cc1
 : -2, i, i, -2, i, i, 5, -8, i, i, 2
O=C(Nc1ccc(S(=O)(=O)Nc2cnc3ccccc3n2)cc1)c1ccc(F)cc1
 : -10, i, i, -3, i, i, -5, 15, i, i, -12
Cc1c(NC(=O)CN2CCC(C(N)=O)CC2)cccc1[N+](=O)[O-]
 : -2, i, i, -2, i, i, 0, 1, i, i, -2
Cc1nn(-c2ccccc2)c(Cl)c1C(=O)NCCCCNC(=O)c1c(C)nn(-c2ccccc2)c1Cl
 : -10, i, i, -1, i, i, -1, -5, i, i, -5
CCCCCCNc1c([N+](=O)[O-])c(=O)sc2ccccc12
 : -14, i, i, -1, i, i, -3, 6, i, i, 1
COc1ccc(C(=O)Oc2ccc(=O)n(-c3ccccc3)n2)cc1
 : -13, i, i, -4, i, i, 2, 0, i, i, 76*
CN1CCN(c2ccc(S(=O)(=O)N3CCCCC3)cc2NC(=O)/C=C/c2ccc(OC(F)F)cc2)CC1
 : -25, i, i, 1, i, i, -1, 19, i, i, 2
COc1ccc(-c2nc(CSCC(=O)NCCCN3CCCC3=O)c(C)o2)cc1OC
 : -5, i, i, 1, i, i, -1, -5, i, i, -3
CCOC(=O)c1cccc(N2C(=O)C3C4C=CC(CC4)C3C2=O)c1 (stereo unspecified)
 : -7, i, i, 9, i, i, 1, 0, i, i, -1
COCCCNC(=O)/C(C#N)=C/c1c(N2CCN(c3ccccc3)CC2)nc2c(C)cccn2c1=O
 : -9, i, i, -2, i, i, -4, -2, i, i, 5
O=C(NCC1CCN(Cc2ccc(Cl)cc2)CC1)C1CCCN(c2ncnc3c2nc2n3CCCCC2)C1 (stereo unspecified)
 : -11, i, i, 1, i, i, -3, 2, -7.2*, i, -3
N#CC(C#N)=c1ccc2c(c1)N1C3=C(CCCC3)CC3CCCCC31N=2 (stereo unspecified)
 : -28, i, -9.8*, 6, i, 14*, -3, 1, -8.2*, -16*, -7
CCCOc1ccc(-c2cc(C(=O)NCC3CCCO3)c3ccccc3n2)cc1 (stereo unspecified)
 : -2, i, i, -3, i, i, 2, 0, i, i, -8
COCCn1c(N)c(C(=O)NCC2CCCO2)c2nc3ccccc3nc21 (stereo unspecified)
 : -13, i, i, 2, i, i, -4, 7, i, i, -92
CC(C)CC(=O)Nc1ccc2c(c1)nc(CCN1CCOCC1)n2C
 : -4, i, i, -1, i, i, 0, 2, i, i, -4
COc1cc(/C=N/S(=O)(=O)c2ccccc2)cc(OC)c1O
 : -6, i, i, 0, i, i, -1, 0, i, i, 4
COc1ccc(Cl)cc1NC(=S)NNC(=O)c1cccs1
 : -17, i, i, -5, i, i, 6, 0, i, i, 6
O=C(NCCCNC(=O)c1ccco1)c1cccc(F)c1
 : -6, i, i, 3, i, i, 2, 14, i, i, 2
CCCOc1cccc(C(=O)NC(=S)Nc2ccc(N3CCN(C)CC3)cc2)c1
 : -12, i, i, 2, i, i, -2, 1, i, i, -16
CCOc1ccc(CCNC(=O)COC(=O)CNC(=O)c2ccc(Br)o2)cc1OCC
 : -11, i, i, 1, i, i, 3, 1, i, i, 2
O=C(Nc1cccc2ncccc12)c1ccc(-c2ccc(Cl)cc2Cl)o1
 : -10, i, i, ., i, i, 2, 12, i, i, -2
Cc1ccccc1N(C(=O)Cc1cccs1)C(C(=O)NC1CCCCC1)c1cn(C)nc1C (stereo unspecified)
 : -7, i, i, -1, i, i, 1, -1, i, i, 1
COc1ccc(NC(=O)CSc2nc3ccccc3nc2N2CCOCC2)cc1
 : -15, i, i, 1, i, i, 0, 1, i, i, 10
CC(C)n1c(N2CCN(C(=O)Nc3ccc(F)cc3F)CC2)nc2ccccc21
 : -5, i, i, 0, i, i, -3, -4, i, i, 1
CCOC(=O)c1cnc2ccc(C(=O)OC)cc2c1NCCN1CCOCC1
 : -7, i, i, 7, i, i, 6, 12, i, i, 1
CNC(=O)c1c(NC(=O)CCS(=O)(=O)c2ccc(Cl)cc2)sc2c1CCN(C(=O)OC)C2
 : -12, i, i, 1, i, i, 2, 6, i, i, -6
O=C(N/N=C/c1ccoc1)c1ccccc1F
 : -3, i, i, 0, i, i, 0, -4, i, i, 7
Cc1sc2nc(C(C)(C)C)oc(=O)c2c1C
 : -14, i, i, 0, i, i, 1, -10, i, i, 1
O=C(NCCS(=O)c1ccc(Cl)cc1)c1cccc(Cl)c1 (stereo unspecified)
 : -2, i, i, -1, i, i, 2, 1, i, i, 3

Not a retest: eight of the compounds above.
Every second line gives: hERG rescue, KCNQ1 pot, KCNK3 inh, GSK3 alpha inh, PolyA inh, KCNQ1 inh, GSK3beta inhib, DYRK1A inh, RGS4 pot, KCNK9 inh, HDAC3 inhib
Cc1ccccc1N(C(=O)Cc1cccs1)C(C(=O)NC1CCCCC1)c1cn(C)nc1C (stereo unspecified)
 : -7, i, i, -1, i, i, 1, -1, i, i, 1
COc1ccc(NC(=O)CSc2nc3ccccc3nc2N2CCOCC2)cc1
 : -15, i, i, 1, i, i, 0, 1, i, i, 10
CC(C)n1c(N2CCN(C(=O)Nc3ccc(F)cc3F)CC2)nc2ccccc21
 : -5, i, i, 0, i, i, -3, -4, i, i, 1
CCOC(=O)c1cnc2ccc(C(=O)OC)cc2c1NCCN1CCOCC1
 : -7, i, i, 7, i, i, 6, 12, i, i, 1
CNC(=O)c1c(NC(=O)CCS(=O)(=O)c2ccc(Cl)cc2)sc2c1CCN(C(=O)OC)C2
 : -12, i, i, 1, i, i, 2, 6, i, i, -6
O=C(N/N=C/c1ccoc1)c1ccccc1F
 : -3, i, i, 0, i, i, 0, -4, i, i, 7
Cc1sc2nc(C(C)(C)C)oc(=O)c2c1C
 : -14, i, i, 0, i, i, 1, -10, i, i, 1
O=C(NCCS(=O)c1ccc(Cl)cc1)c1cccc(Cl)c1 (stereo unspecified)
 : -2, i, i, -1, i, i, 2, 1, i, i, 3

The listing continues:
Every second line gives: hERG rescue, KCNQ1 pot, KCNK3 inh, GSK3 alpha inh, PolyA inh, KCNQ1 inh, GSK3beta inhib, DYRK1A inh, RGS4 pot, KCNK9 inh, HDAC3 inhib
COc1ccccc1CNS(=O)(=O)CC12CCC(CC1=O)C2(C)C (stereo unspecified)
 : -8, i, i, 4, i, i, 3, -4, i, i, -1
CCOc1ccc(Nc2cc(Nc3ccccc3OCC)nc(C=C(C#N)C#N)n2)cc1
 : -4, i, i, -4, i, i, -23, 3, i, i, 4
CCOC(=O)C(NC(=O)NCc1ccccc1)(OCC)C(F)(F)F (stereo unspecified)
 : -6, i, i, -2, i, i, 2, 2, i, i, -2
N#Cc1ccc2ccn(CC(=O)NCc3ccco3)c2c1
 : -8, i, i, 2, i, i, 1, -6, i, i, 0
O=C(Nc1ccc(CSc2ccccc2)cc1)c1ccccc1
 : -4, i, i, 0, i, i, -6, 5, i, i, 2
O=C(Nc1ccccn1)C1COc2ccccc2O1 (stereo unspecified)
 : -5, i, i, -2, i, i, -3, -2, i, i, -2
O=C(C1=C[C@H](c2ccccc2)C[C@H](OCCCCO)O1)N1CCN(Cc2ccc3c(c2)OCO3)CC1
 : -5, i, i, -1, i, i, 1, 2, i, i, -3
Clc1ccc(CSc2nnc(-c3ccncc3)s2)cc1
 : -11, i, i, 2, i, i, -1, 4, i, i, -2
O=C(CSc1nnc(-c2ccccc2)n1C1CCCCC1)N1CCCC1
 : -2, i, i, -4, i, i, 4, -4, i, i, -5
O=C(c1cnn2ccccc12)N(Cc1ccco1)C1CCCC1
 : -10, i, i, -1, i, i, 0, 0, i, i, 2
CCOc1ccccc1NC(=S)NC(=O)CCc1ccccc1
 : -7, i, i, ., i, i, -1, 0, i, i, .
CC(C)(/C=N/O)/[N+]([O-])=C/c1ccccc1
 : -8, i, i, -2, i, 7*, 1, ., i, i, -2
CC1=C(N2CCOCC2)CCC1=O
 : -8, i, i, -4, i, i, 2, -6, i, i, -2
CCc1nc(NCCCN2CCOCC2)c2oc3ccccc3c2n1
 : -4, i, i, ., i, i, 2, 0, i, i, -9
NC(=O)c1cc[n+](CC2=C(C(=O)O)N3C(=O)[C@@H](NC(=O)C(c4ccccc4)S(=O)(=O)[O-])[C@H]3SC2)cc1 (stereo partly specified)
 : -5, i, i, 0, i, i, 4, -7, i, i, 12
CC12CN(Cc3ccccc3)CC(C)(CN(Cc3ccccc3)C1)C2=NO
 : -6, i, i, 3, i, i, -2, -1, i, i, -3
O=C(Cn1cnc([N+](=O)[O-])n1)N/N=C/c1ccc(O)cc1O
 : -12, i, i, 15, i, i, -1, 16, i, i, 10
CC(=O)N1CCN(C(=O)c2ccc(Cl)c(NC(=O)c3cccs3)c2)CC1
 : -14, i, i, 1, i, i, 1, 14, i, i, ?
CCOC(=O)N1CCN(C(=O)COc2ccccc2[N+](=O)[O-])CC1
 : -4, i, i, -2, i, i, 2, -7, i, i, 3
CCCCCOc1ccc(C(=O)NCC2(c3ccccc3)CCOCC2)cc1
 : -13, i, i, -2, i, i, -1, 2, i, i, 10

Bioassay records (PubChem BioAssay)
